ALOX12 inh: Primary qHTS assay for inhibitors of human arachidonate 12S-lipoxygenase (ALOX12): Round 2 | purified 12hLO, xylenol orange hydroperoxide absorbance | Potency, µM (top dose mostly 108 µM), inactives show top-dose activity change, negative = inhibition, most hits filed as inhibitors | 580,000 compounds, 1.1% hits; further: potency means the concentration at half of the fitted maximal effect; on the % scale 0 is the no-effect control and ±100 the full control effect
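Purified human 12hLO (150 nM final) in 25 mM Hepes, 0.01% Triton X-100, pH 7.0 was preincubated 15 min at room temperature with compound. Then 40 uM arachidonic acid was added, 30 min. Hydroperoxide was read by Fe-XO absorbance ratio 573/405 nm.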
Pol kappa inh: qHTS for Inhibitors of Polymerase Kappa. 400,000 compounds, 0.53% hits. DNA polymerase kappa (Homo sapiens), Q9UBT6. AID 588579, 2011. Potency, µM (top dose mostly 107 µM), for the others: top-dose activity, negative = inhibition, most hits filed as inhibitors. purified Pol kappa, fluorescent DNA synthesis assay, 10 min; further: potency means the concentration at half of the fitted maximal effect; on the % scale 0 is the no-effect control and ±100 the full control effect
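Inhibition of 10 nM Pol kappa is measured by a fluorescent read-out at 0 and 10 min following addition of 50 nM substrate (final), with a 15-min room-temperature compound preincubation.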
LDHA block: qHTS assay for inhibitors of human lactate dehydrogenase; purified LDHA, NADH/diaphorase-resazurin fluorescence; stronger effect = lower value; 480,000 compounds, 0.15% hits; AID 1347041, 2019; L-lactate dehydrogenase A chain (Homo sapiens), P00338; activity change, % (values are at about 110 or 230 µM); in the data active means activity change below about -30%; inconclusive means mostly about -25% to -30%;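 further: plate controls were DMSO wells for no effect and wells without enzyme for full effect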
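LDH5 2 nM; NADH 0.06 mM, pyruvate 0.2 mM; 200 mM Tris pH 7.4, EDTA, Tween-20; 5 min RT. Detection: diaphorase 0.133 mg/mL + resazurin 37 µM, fluorescence ex540/em590 at 0 and 20 min; normalized to enzyme-free and DMSO wells.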
POLB inh: qHTS Assay for Inhibitors of DNA Polymerase Beta; Pol beta primer extension/strand displacement, fluorescence kinetic; Potency, µM (top dose mostly 114 µM), without a hit: top-dose activity change, negative = inhibition, usual class: inhibitors; 340,000 compounds, 1.3% hits; P06746; AID 485314, 2010; further: potency means the concentration at half of the fitted maximal effect; on the % scale 0 is the no-effect control and ±100 the full control effect
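Reaction started by 50 nM substrate onto compound-treated Pol beta (10 nM, 15 min preincubation, room temperature); plates read at 0 min and 10 min. Normalized concentration-effect data fitted by four-parameter Hill equation.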
Apoferritin bind: qHTS Assay for Identification of Novel General Anesthetics; AID 485281, 2010; apoferritin/1-aminoanthracene competitive binding, fluorescence; Potency, µM (doses to about 77.5 µM), for inactives: at the top dose activity change, negative = displacement, most hits filed as inhibitors; 350,000 compounds, 0.074% hits; Ferritin light chain (Equus caballus), P02791; further: potency means the concentration at half of the fitted maximal effect; on the % scale 0 is the no-effect control and ±100 the full control effect; nearly all actives have a fitted effect of over 20% in size
Target sequence (P02791 2-175 limits assumed): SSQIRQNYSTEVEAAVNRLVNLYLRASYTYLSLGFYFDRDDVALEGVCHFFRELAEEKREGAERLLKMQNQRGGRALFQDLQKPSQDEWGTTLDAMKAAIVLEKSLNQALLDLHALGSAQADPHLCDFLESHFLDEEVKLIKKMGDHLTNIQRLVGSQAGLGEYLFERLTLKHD
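Probe: 1-aminoanthracene (50% saturated, PBS). Protein: horse-spleen apoferritin, 10 uM. Incubation: 10 min, room temperature. Detection: 380 nm excitation, 535 nm emission. Analysis: normalized response, four-parameter Hill.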
APE1 inh: qHTS Assay for Inhibitors of the Human Apurinic/apyrimidinic Endonuclease 1 (APE1); Potency, µM (top dose mostly 65.8 µM), inactives show top-dose activity change, negative = inhibition, usual class: inhibitors; recombinant APE1, TAMRA/BHQ-2 abasic DNA cleavage fluorescence; 350,000 compounds, 0.35% hits;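 further: potency means the concentration at half of the fitted maximal effect; plate controls were vehicle for no effect and reference inhibitor for full effect; nearly all actives have a fitted effect of over 55% in size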
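Quantitative HTS: incision of a TAMRA/BHQ-2 double-stranded substrate bearing a tetrahydrofuran abasic site by 0.75 nM APE1 raises fluorescence. Substrate 50 nM final, added after 15 min compound preincubation at room temperature; progress as third-minus-first kinetic read difference.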
POLH inh: qHTS for Inhibitors of Polymerase Eta; DNA polymerase eta (Homo sapiens), Q9Y253; recombinant Pol eta, fluorescent DNA replication assay; Potency, µM (titrated, usually from 114 µM), inactives show at the top dose activity change, negative = inhibition, hits mostly inhibitors; 390,000 compounds, 1.2% hits; further: potency means the concentration at half of the fitted maximal effect; on the % scale 0 is the no-effect control and ±100 the full control effect
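Pol eta (10 nM) was preincubated with compounds for 15 min at room temperature, after which fluorescent replication substrate (50 nM final) was added to start the reaction. Fluorescence was read kinetically at 0 and 10 min.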
RGS4 inhibitor: Inhibitors of Regulator of G Protein Signaling (RGS) 4: qHTS; Transcreener GDP fluorescence polarization, RGS4-accelerated GTP hydrolysis; 390,000 compounds, 0.039% hits; Regulator of G-protein signaling 4 (Homo sapiens), P49798; Potency, µM (titrated, usually from 114 µM), inactives show at the highest dose activity change, negative = inhibition, most hits filed as inhibitors; further: potency means the concentration at half of the fitted maximal effect; on the % scale 0 is the no-effect control and ±100 the full control effect; nearly all actives have a fitted effect of over 75% in size; some results filed as inactive show a strong effect at the top dose
Target sequence (P49798 whole entry, looked up): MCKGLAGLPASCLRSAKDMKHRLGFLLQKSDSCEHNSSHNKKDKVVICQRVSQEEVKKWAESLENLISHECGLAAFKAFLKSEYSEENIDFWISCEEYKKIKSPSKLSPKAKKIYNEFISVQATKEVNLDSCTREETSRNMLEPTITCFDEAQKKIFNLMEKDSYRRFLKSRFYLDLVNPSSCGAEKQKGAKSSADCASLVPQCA
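MLSMR compounds (23 nl, pin-transferred) preincubated 10 min at room temperature with a 500nM (2x) first reagent, then RGS4 at 900nM (2x) plus Transcreener GDP mix added; fluorescence polarization (620/688 nm) read before and after 90 min at 30 °C.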
ERG-DNA inh: qHTS for Small Molecule Inhibitors of the ERG Ets/DNA interaction; Transcriptional regulator ERG (Homo sapiens), P11308; fluorescence polarization, His-ERG Ets domain / labelled DNA; Potency, µM (top dose mostly 76.9 µM), without a hit: at the highest dose FP activity, negative = inhibition, most hits filed as inhibitors; 370,000 compounds, 0.028% hits; AID 624246, 2012; active means well fitted inhibition curve with a large enough effect in the polarisation, with a control signal flat; inconclusive means small, poorly fitted or top-dose-only effect, or effect the other way, or a change in a side signal; inactive means no such curve, though single readings can be large or run the other way; the % refers to the polarisation;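 further: polarization taken with two DNA probes labelled with fluorescein and Texas red; potency means the concentration at half of the fitted maximal effect; % of control where 0% means no effect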
Target sequence (P11308 whole entry, looked up, the tested form may be a part): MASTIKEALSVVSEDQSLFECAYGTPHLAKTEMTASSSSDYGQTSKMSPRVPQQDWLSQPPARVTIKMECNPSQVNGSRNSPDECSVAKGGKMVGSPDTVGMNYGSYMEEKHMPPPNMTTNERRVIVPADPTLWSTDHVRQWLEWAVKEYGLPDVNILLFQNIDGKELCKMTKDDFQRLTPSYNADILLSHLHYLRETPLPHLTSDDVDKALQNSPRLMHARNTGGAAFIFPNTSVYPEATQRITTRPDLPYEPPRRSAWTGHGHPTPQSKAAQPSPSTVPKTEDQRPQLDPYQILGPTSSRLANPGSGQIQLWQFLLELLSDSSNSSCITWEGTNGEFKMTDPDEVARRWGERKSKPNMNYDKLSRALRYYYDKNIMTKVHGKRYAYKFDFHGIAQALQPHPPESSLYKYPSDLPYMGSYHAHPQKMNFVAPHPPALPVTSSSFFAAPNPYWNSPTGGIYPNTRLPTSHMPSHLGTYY
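His-tagged ERG Ets domain (1 uM in the protein solution; 300mM KCl, 50mM Tris-HCl, 1mM EDTA, 1mM DTT, pH 7.5) received compound, then a probe mix of 5 nM fluorescein-DNA and 100nM Texas-615-DNA. Fluorescence polarization was read for both dyes.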
* = called active by the depositor; ? = inconclusive; . = not tested or not shown; & = joins results of further samples; [ ] = another dose, or the depositor's remark. Unless noted, the call rests on the fitted dose curve; in most records, active means well fitted curve in the direction sought with a large enough effect; inconclusive means small, poorly fitted or top-dose-only effect, or another doubt; inactive means no such curve, though single readings can be large; an effect the other way counts as inactive or inconclusive.

entry	molecule	ALOX12 inh	Pol kappa inh	LDHA block	POLB inh	Apoferritin bind	APE1 inh	POLH inh	RGS4 inhibitor	ERG-DNA inh
1	COCCCNC(=O)CSc1nc2nc(C)c(Cc3ccccc3Cl)c(C)n2n1	-16%	-23%	-2	1%	4%	.	-9%	14%	-7%
2	Oc1ccc(C(=Nc2ccccc2)c2ccccc2)c(O)c1	-2%	-13%	-7	.	.	.	-22%	20%	-9%
3	COc1ccc2c(c1)OC[C@H]1[C@H]2N2C(=O)CN(Cc3ccccc3)C(=O)[C@@]2(C)[C@H]1c1ccccc1	-4%	3%	6	.	.	.	-9%	-23%	-2%
4	CCOC(=O)c1ccc(NC(=O)CC(C)n2nc(C)cc2C)cc1 (centres undefined)	-5%	31%	-1	-8%	-5%	.	-17%	11%	0%
5	CCN(CC)c1ccc(C(=O)N/N=C(\C)c2cccnc2)cc1	24%	-7%	-3	33%[activator]	3%	13%	-17%	-20%	-5%
6	NNC(=O)c1nc[nH]c1C(=O)Nc1ccccc1	0%	21%	2	9%	?	33%	-8%	1%	2%
7	O=C(NCCC(=O)N1CCN(S(=O)(=O)c2ccc(F)cc2)CC1)Nc1ccccc1	15%	-8%	-5	.	.	26%	-16%	9%	0%
8	O=C(Cn1cnc2ccccc21)NCCCN1CCOCC1	2%	2%	-3	1%	10%	13%	-13%	2%	-6%
9	O=C(Nc1cccc(Cl)c1)OCc1cncs1	?	-9%	-4	8%	?	-1%	4%	-35%	0%
10	CCN(CC(=O)Nc1ccc(NC(C)=O)cc1)C(=O)C1CCN(C(=O)c2ccccc2C)CC1	-1%	-1%	0	.	.	.	-12%	-28%	-2%
11	NC1=NC(c2cn(-c3ccccc3)nc2-c2cccs2)n2c(nc3ccccc32)N1 (centres undefined)	?	-14%	0	6%	-4%	-7%	-24%	-10%	2%
12	O=C1N2CCSC2=NC1(Nc1ccccn1)C(F)(F)F (centres undefined)	12%	0%	0	19%	-9%	-1%	-14%	-17%	-2%
13	O=C1c2ccccc2C(=O)C12OC(c1ccccc1)C1(C(=O)c3ccccc3C1=O)C2c1cccc([N+](=O)[O-])c1 (centres undefined)	-2%	.	.	3%	3%	11%	.	.	.
14	O=C(CNC(=O)c1ccc(Br)o1)Nc1cccc(S(=O)(=O)N2CCCC2)c1	17%	-11%	-11	.	.	-1%	-4%	15%	-5%
15	CC(C)CC(=O)Nc1ncnc2c1C(=O)CC(C)(C)C2	8%	-11%	-2	24%	-4%	14%	-12%	-13%	7%
16	CC(C)NC(=O)c1ccc2c(=O)n(CC3CCCO3)c(=S)[nH]c2c1 (centres undefined)	7%	-7%	-10	-6%	-3%	1%	-5%	0%	2%
17	O=C(CN1CCN(c2ccccn2)CC1)Nc1ccc2ccccc2c1	-4%	-5%	1	5%	-22%	-5%	-13%	-7%	-1%
18	CC(=O)Nc1ccc(N2CCOCC2)c(C(=O)Nc2cccc(C)c2)c1	6%	-12%	2	-18%	7%	14%	-4%	-6%	-17%
19	COC(=O)CNC(=O)C1CCN(S(=O)(=O)c2cccc3nsnc23)CC1	?	2%&-1%	-1&2	19%&1%	-7%&1%	7%	-9%&-14%	-22%&4%	-2%&-3%
20	COc1cccc(CN(C)C(=O)CC23CC4CC(CC(C4)C2)C3)c1OC	-5%	-7%	-3	4%	-6%	22%	-20%	?	8%
21	Cc1[nH]n(-c2ccccc2)c(=O)c1C=NC1CCCCCC1	0%	7%	0	4%	-9%	1%	-16%	-7%[56.9 µM]	8%
22	COC(=O)Nc1nnc(-c2ccccc2OC)s1	154%[activator]	3%	-1	15%	-12%	1%	-16%	-29%	12%
23	CCOC(=O)C1(Cc2cccc(OC)c2)CCN(Cc2cccc3cnccc23)CC1	3%	-8%[60.1 µM]	-1	9%	-15%	-3%	-13%	-7%	0%
24	CCN1CCN(S(=O)(=O)c2cc(C)c(OC)cc2C)CC1	-16%	10%	-6	1%	-2%	-4%	-16%	6%	0%
25	CN(Cc1cc2ccccc2[nH]c1=O)S(C)(=O)=O	-24%	0%	-6	1%	-11%	0%	1%	4%	5%
26	Cc1ccc(-c2csc3nc(SCC(=O)N(C)C)n(Cc4ccccc4)c(=O)c23)cc1	1%	-10%	1	1%	-12%	-2%	-24%	4%	-6%
27	NC(=O)C1(C(=O)O)OC1(c1ccc(Cl)cc1)c1ccccc1Cl (centres undefined)	-1%	-6%	-8	.	.	.	0%	26%	0%
28	COC(=O)/C=C/c1cc(F)ccc1S(=O)(=O)NC(C)(C)C	5%	9%&-32%	-1	.	.	.	-11%	5%	-11%
29	C[n+]1ccn(CC(=O)c2cccs2)c1	-1%	-4%	-5	0%	-4%	23%	2%	36%	11%
30	CCN(CC)CCNC(=S)Nc1ccc2nc(N3CCN(CC)CC3)cc(C)c2c1	-16%	-2%	0	27%	3%	34%	-18%	-35%	10%
31	O=C(Cn1cc(S(=O)(=O)Cc2ccc(F)cc2)c2ccccc21)NCCc1ccccc1	?	-18%	-8	?	-3%	.	?	10%	-2%
32	CCOc1ccc(N(CC(=O)NCCc2ccccc2)C(=O)c2csnn2)cc1	16%	8%	-7	8%	-7%	56%[activator]	-15%	-11%	10%
33	CCSc1nnc2ccc(-c3ccco3)nn12	6%	0%	-4	1%	-1%	-4%	-34%	10%[11.4 µM]	6%
34	N#CC12C(N)=NC3(OCCO3)C1(C#N)C1=C(CCC1)NC2c1ccccc1 (centres undefined)	0%	-13%	3	24%	59%[activator]	3%	0%	-3%	-1%
35	O=C(O)C1C2C=CC(O2)C1C(=O)NC1CCCc2ccccc21 (centres undefined)	-4%	5%	-3	2%	-7%	0%	-2%	-12%	3%
36	O=C(CSc1nnc(-c2ccco2)o1)c1ccccc1Cl	-4%	-24%	3	26%	?	6%	-11%	-35%	16%
37	Cc1ccc(-c2noc(CN3CCN(C(c4ccccc4)c4ccccc4)CC3)n2)cc1	-13%	-3%	-10	20%	0%	14%	-14%	8%	-7%
38	CC(=O)Nc1ccc(S(=O)(=O)NCC2CCC(C(=O)N3CCCCCC3)CC2)cc1 (centres undefined)	5%	-6%	-5	9%	?	0%	2%	11%	3%
39	CC(C)c1ccc(-n2cccc2/C=C2/C(=N)N3C=CSC3=NC2=O)cc1	-15%	-30%	-2	-10%	-17%	-3%	-21%	-6%	12%
40	COc1cccc(NC(=O)NC2CC(=O)N(c3ccc4c(c3)OCCO4)C2)c1 (centres undefined)	-20%	-3%	-8	.	.	-6%	-7%	12%	-6%
41	CC(C)C(OC(=O)c1cccs1)C(=O)NCCc1ccccc1 (centres undefined)	0%	1%	1	-2%	-11%	7%	-12%	3%	2%
42	CCN1C(=O)[C@H]2[C@@H](c3ccc(-c4ccc(Cl)c(Cl)c4)c(OC)c3)N3CCCC[C@@]3(C(=O)OC)[C@H]2C1=O	-8%	1%	0	.	.	-18%	-25%	-10%	7%
43	O=S(=O)(Nc1cccc(S(=O)(=O)N2CCCC2)c1)c1ccc(Cl)s1	-16%	-1%	-3	.	.	14%	-4%	5%	8%
44	CC(C(=O)NCc1ccccc1Cl)n1ccc2cc(S(=O)(=O)N3CCCCC3)ccc21 (centres undefined)	-11%	-3%	-1	-27%	12%	.	-27%	-5%	11%
45	CCOCCCNC(=S)N1CCN(c2nc(-c3ccc(F)cc3)cs2)CC1	6%	0%	0	-12%	-10%	-19%	-10%	-13%	6%
46	COc1ccc(S(=O)(=O)Nc2ccccc2-c2nnn(CC(=O)Nc3ccccc3OC)n2)cc1	2%	-5%	-3	8%	1%	?	-26%	-30%	.
47	Cc1cccc(C(=O)OCC(=O)Nc2c(C)n(C)n(-c3ccccc3)c2=O)c1O	-5%	0%	0	.	.	3%	7%	7%	9%

Profiles as entered above. Screens in order: ALOX12 inh, Pol kappa inh, LDHA block, POLB inh, Apoferritin bind, APE1 inh, POLH inh, RGS4 inhibitor, ERG-DNA inh
Record of O=C(Nc1cccc(Cl)c1)OCc1cncs1 : ?, -9%, -4, 8%, ?, -1%, 4%, -35%, 0%
Record of COC(=O)Nc1nnc(-c2ccccc2OC)s1 : 154%[activator], 3%, -1, 15%, -12%, 1%, -16%, -29%, 12%

Assay outcomes as filed in PubChem.

Not all compounds are listed; count on the stated rates, not on these rows.
